GSIS activator: GLuc luminescence reporter in INS-1E cells, primary screen for activators of glucose-dependent secretion of insulin. INS-1E GLuc reporter insulin secretion, 2-3 h. activation, % at 16.6 µM. 370,000 compounds, 0.61% hits. AID 743287, 2014;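 active means lowest replicate activation of at least 40%, so every replicate reaches that level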;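 further: 0% = median of neutral control wells and 100% = median of IBMX positive control wells; some compounds called inactive have numbers as strong as hits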
CFTR F508del cor: F508del CFTR correction, initial screen, CFBE line, single point | CFBE cells, YFP halide quenching; stimulated with forskolin plus potentiator P3; % fluorescence drop versus neutral controls | activity (quench increase), % at 7.58 µM | 350,000 compounds, 0.36% hits | AID 720511, 2013;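 active means mean added fluorescence quench of at least 8% versus neutral control, with both replicates also reaching 8%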;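 further: cells transiently co-express mutant CFTR-F508del with the halide-sensitive YFP; corrector assay measuring rescue of mutant channel to the surface after 24 h compound exposure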
FN deposit inh: inhibitors of fibronectin matrix deposition, primary screen, AH1F cells, Alexa488-fibronectin fluorescence, plate reader. 350,000 compounds, 0.086% hits. inhibition, % at 12.6 µM. AH1F fibroblasts, overnight. AID 743247, 2014;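 active means mean inhibition across replicates of 30% or more, regardless of how many single replicates reach that level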;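 further: positive control wells lacked labelled fibronectin entirely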
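Assay system: AH1F fibroblasts assembling fluorescent fibronectin matrix; Amount: 10000 AH1F cells per well; Buffer or medium: DMEM, 2% serum; Probe or stimulus: Alexa488-fibronectin, 24 nM final in well; Doses: single compound dose, delivered by pin transfer; Incubation: 1 h adhesion, overnight exposure; Measured by: fluorescence 485/525 nm; Read-out: fibronectin deposition inhibition.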
Starred values were filed as active, the others as inactive. Only part of the results is shown (hit frequency here may not be typical).

SMILES | GSIS activator | CFTR F508del cor | FN deposit inh
COc1cc(C(=O)C(=O)N2CCN(c3ccccc3)CC2)cc(OC)c1OC | 13 | -3.1 | 14
COC(=O)c1c(C)[nH]c(O)c1C=Nc1ccc(C#N)cc1 | -21 | 3.4 | 11
CCN(CC)c1ccc(S(=O)(=O)N2CCOCC2)cc1NC(=O)CNCc1ccccc1 | -19 | 1.1 | -12
CCCCNC(=O)C1CCCN(S(=O)(=O)CC)C1 (centres undefined) | 19 | 0.6 | 5
Cc1ccc(N2C(=O)C3N=NN(CC(=O)N4N=C(c5ccccc5)CC4c4ccccc4)C3C2=O)cc1 (centres undefined) | 2 | -0.5 | -11
Cc1ccc(Cc2c(C)nc3nc(SCC(=O)NCCCN4CCCCCC4)nn3c2C)cc1 | -20 | -0.7 | -4
CN(C)c1nnnn1-c1ccc(Cl)cc1Cl | -7 | 0.1 | 16
CCn1cc(C(=O)O)c(=O)c2cc(F)c(N3CCN(S(=O)(=O)c4ccc5c(c4)OCCO5)CC3)cc21 | 10 | -1.2 | -11
O=C(O)/C=C/C(=O)Nc1ccc(Cl)c(C(=O)O)c1 | 5 | -3.6 | 0
C[C@@H]1CN([C@@H](C)CO)C(=O)c2cccc(NC(=O)c3nc4ccccc4s3)c2O[C@H]1CN(C)Cc1ccc2c(c1)OCO2 | -20 | -0.8 | -10
Cc1cc2nnc(SCC(=O)NCC3CCCO3)n2c2ccccc12 (centres undefined) | -1 | -1.2 | 3
O=C(CSc1nc2ccccc2c(=O)n1-c1ccccc1)c1c[nH]c2ccccc12 | 0 | 2.1 | -4
Cc1cccc(C)c1NC(=O)C1(C)CN(S(C)(=O)=O)CC(=O)N1CC(F)(F)F (centres undefined) | 3 | -3.2 | -5
O=C(CCNC(=O)c1ccc(Br)cc1)Nc1ccccc1N1CCOCC1 | 14 | -0.1 | 4
Cc1cc(C)c2oc(C(=O)N(Cc3ccccc3)C3CCS(=O)(=O)C3)cc(=O)c2c1 (centres undefined) | 62 | 0.4 | 8
COc1cc(CN2CCNC(=O)C2CC(=O)N2CCCCO2)cc(OC)c1 (centres undefined) | -5 | 1.9 | -4
COc1ccc(OCC2CN(Cc3ccccc3)S(=O)(=O)CCO2)cc1 (centres undefined) | -1 | -0.2 | -2
CCNC(=O)NC(=O)COC(=O)c1cccc(S(=O)(=O)N2CC3(C)CC2CC(C)(C)C3)c1 (centres undefined) | -64 | -2.0 | -1
C/C(=N\NC(=O)CSc1nc2ccccc2s1)c1cccnc1 | -4 | -0.5 | -3
COc1ccc(NC(=O)CSCC(=O)Nc2nnc(C)s2)cc1 | 0 | -0.9 | -2

Single records, from the list above.
Record of `Cc1ccc(N2C(=O)C3N=NN(CC(=O)N4N=C(c5ccccc5)CC4c4ccccc4)C3C2=O)cc1` (centres undefined) → GSIS activator: 2; CFTR F508del cor: -0.5; FN deposit inh: -11
Record of `O=C(CCNC(=O)c1ccc(Br)cc1)Nc1ccccc1N1CCOCC1` → GSIS activator: 14; CFTR F508del cor: -0.1; FN deposit inh: 4

Next results follow.
SMILES | GSIS activator | CFTR F508del cor | FN deposit inh
Cc1ccc(C)c(CSc2nnc(C)c(=O)[nH]2)c1 | -6 | -0.8 | 4
O=C(NN1C(=O)C2C3C=CC([C@H]4CC34)[C@@H]2C1=O)c1ccc(Br)cc1 (some centres undefined) | 10 | -0.7 | 0
Cn1cc(CN2CCCC(C(=O)c3ccc(-c4ccccc4)c(F)c3)C2)cn1 (centres undefined) | -9 | -0.7 | -5
CC(C)[C@H](NC(=O)N1CCOCC1)C(=O)N1CCC[C@H]1C(=O)NCc1ccccc1 | 36 | 0.1 | -3
Cc1ccc(NC(=O)NCc2ccc3c(c2)OCO3)cc1C | -8 | -0.7 | -14
C[C@H](NC(=O)[C@@H]1CCCN1C(=O)OC(C)(C)C)c1ccccc1 | 14 | -2.2 | 4
Cc1cc(C)n2ncc(/C(N)=N/OC(=O)Nc3ccccc3)c2n1 | 9 | 0.3 | -4
Cc1ccccc1NC(=O)CCC(=O)N/N=C/c1c[nH]c2ccccc12 | -5 | -1.5 | 6
CCCn1c(SCC(=O)N2CCCCC2)nnc1-c1ccccn1 | -4 | -0.5 | 1
CN(C)CCCNC(=O)C(=O)NCC(c1cccs1)S(=O)(=O)c1ccc(F)cc1 (centres undefined) | -4 | 0.1 | 10
O=C(CCC1CCCN(c2ncccn2)C1)NCc1ccccc1F (centres undefined) | 2 | -3.2 | 1
CCN(CC)S(=O)(=O)N1CCC(C(=O)NCc2ccco2)CC1 | -12 | 0.2 | 3
CC(C)[C@H](NC(=O)OC(C)(C)C)c1cc(C(=O)NCCO)c(N)s1 | -11 | -0.9 | -2
CC(=O)Nc1cccc(-c2csc(Nc3ncccn3)n2)c1 | -10 | 2.2 | -20
N#Cc1c(N)[nH]c(C(=O)c2ccccc2)c1-c1ccc(Br)cc1 | -27 | 0.6 | 1
Cc1ccc(NC(=O)C(=O)NCCN2CCN(S(C)(=O)=O)CC2)cc1C | 8 | -0.5 | -1
COC(=O)c1ccc(CNCC(=O)Nc2ccc(C(=O)OC)cc2)cc1 | -2 | 4.2 | 10
COc1ccc(S(=O)(=O)NCCCc2ccccc2)cc1 | -30 | 0.5 | 7
Cc1ccc(/C=N/n2nnnc2N)cc1 | 1 | -1.0 | -6
Cc1cccc(NC(=O)CNC(=O)[C@@H](Cc2ccccc2)NC(=O)[C@H]2O[C@@H](n3ccc(=O)[nH]c3=O)[C@H](O)[C@@H]2O)c1C | 23 | 0.9 | -2
CC(=O)N1CCOCCOCCN(C(C)=O)CCOCCOCC1 | 4 | -3.4 | 7
O=C(O)C1CC(O)CN1C(=S)Nc1ccccc1 (centres undefined) | -1 | -0.8 | 4
CC1CN(C(=O)/C=C/c2ccccc2[N+](=O)[O-])CC(C)O1 (centres undefined) | 1 | -0.1 | -4
Cc1cc(/C=C(\C#N)C(=O)NCCc2c[nH]c3ccccc23)c(C)n1C | -2 | -1.2 | -6
CCN(C[C@H]1[C@@H](c2ccc(-c3ccccc3F)cc2)[C@@H](CO)N1C(C)=O)C(C)=O | -1 | 1.3 | -6
CCOc1cc(/C=C2/N=C(C)C(C(=O)OC)=C2O)ccc1O | -1 | -0.3 | 1
COc1ccc(-c2nn(-c3ccccc3)cc2/C=C/C(=O)NCCCn2ccnc2)cc1OC | -5 | -4.2 | 6
COc1ccccc1NS(=O)(=O)c1cccc(C(=O)N2CCN(Cc3ccc4c(c3)OCO4)CC2)c1 | -11 | 0.1 | -1
Cc1cc2nc3c(nc2cc1C)CCCC3 | 9 | 3.5 | 7
CSc1ccccc1NC(=O)CN1CCCCC1 | 27 | 1.8 | 3
O=C(Cn1cnc2ccccc2c1=O)c1ccc(Cl)cc1 | 1 | -1.1 | 2
COC(=O)[C@]12CCCCC=C1N(Cc1ccc(Cl)cc1Cl)C(=O)[C@H](CC(=O)NCCCN1CCCC1=O)C2 | 8 | 4.7 | -10
OCC1(Cc2cccc(C(F)(F)F)c2)CCN(Cc2cc3ccccc3o2)CC1 | 12 | -2.5 | -23
O=C(CCc1nnc(CCC2CCCCC2)o1)NCCc1cccnc1 | 20 | 1.5 | -6
CCN(CC)C(=S)SCC(=O)Nc1nc(-c2ccccc2)c(-c2ccccc2)o1 | -11 | -1.8 | -7
Cc1c(=O)n(OCc2ccc(Cl)cc2)c2ccccc2[n+]1[O-] | 8 | 3.8 | -11
CC(C)NC(=O)C1(C)CSCC(=O)N1CCCN1CCOCC1 (centres undefined) | 26 | 0.2 | -2
CCCN(CC(=O)Nc1ccccc1C)C(=O)c1ccc(Cl)c(S(=O)(=O)N2CCCC2)c1 | -8 | -0.3 | 1
O=C(NC1CCCC1)C1c2ccccc2OCC(=O)N1CCc1c[nH]c2ccccc12 (centres undefined) | -8 | -0.6 | 2
COC(=O)c1c(C)oc(C)c1S(=O)(=O)N1CCCC1 | 14 | 0.7 | -13

An excerpt of these results, with two lines to a compound.
Fields – GSIS activator, CFTR F508del cor, FN deposit inh
O=C(O)C1CC(O)CN1C(=S)Nc1ccccc1 (centres undefined)
 : -1, -0.8, 4
CC1CN(C(=O)/C=C/c2ccccc2[N+](=O)[O-])CC(C)O1 (centres undefined)
 : 1, -0.1, -4

Additional entries follow.
SMILES | GSIS activator | CFTR F508del cor | FN deposit inh
COC(=O)C1=C(C)N(Cc2ccccc2C(F)(F)F)C(=NCc2ccccc2)NC1c1ccc(Cl)cc1 (centres undefined) | -41 | 2.9 | 4
Cc1ccc(NC(=S)NN2CCN(C)CC2)c(C)c1 | -6 | 0.7 | 5
CN1C(=O)N(C)N(Cc2ccccc2)C(=O)N1Cc1ccccc1 | 1 | 0.9 | 5
O=C(NCCO)C(=O)c1c(-c2ccc(Cl)cc2)cc2ccccn12 | 3 | 1.9 | 2
c1ccc2c(N3CCCCC3)nc(N3CCOCC3)nc2c1 | 15 | 1.3 | -8
COC(=O)CCCCCN1C(=O)NC(c2ccc(-c3ccccc3)cc2)C(C(=O)OCc2ccccc2)=C1C (centres undefined) | 4 | -0.8 | 4
CCN(CCO)CC1CCCC2CCCCC21 (centres undefined) | 21 | -3.7 | 0
CCOCCOC(=O)NCCCCCCNC(=O)OCCOCC | -15 | 1.4 | -10
O=C1c2cccc3cccc(c23)N1Cc1ccc(F)cc1 | -2 | 0.6 | 8
O=C(O)CCc1nn2c3ccccc3n(Cc3ccccc3)c2nc1=O | -2 | -1.0 | -12
COC(=O)[C@@]1(Sc2ccc(C)cc2)CC(=O)N[C@@H]1c1ccccc1 | 2 | -1.0 | 7
Cc1cc(C)n2c(Nc3c(C)cccc3C)c(-c3cccnc3)nc2n1 | -1 | -2.7 | 6
CCCn1c(SCC(=O)N(C)C2CCS(=O)(=O)C2)nc2sc3c(c2c1=O)CCC3 (centres undefined) | 15 | -3.7 | 14
CC(=O)N(CCCCl)C(C#N)c1ccccc1 (centres undefined) | 8 | 2.2 | 2
Cc1nc2ccccc2c(=O)n1NC(=O)C1CC1C (centres undefined) | 4 | 1.2 | 0
CCc1nc(N)nc(N)c1-c1ccc(NCCN)c([N+](=O)[O-])c1 | 11 | -2.9 | 5
Cc1ccc2nc(SCc3nc4cc(Cl)ccc4c(=O)[nH]3)[nH]c2c1 | -4 | -0.2 | -6
COc1ccc(CNS(=O)(=O)c2cc(Cl)ccc2N2CC[C@@H](O)C2)cc1 | -16 | 2.8 | 14
CCOC(=O)C1CCN(C(=O)c2cc(S(=O)(=O)N3CCc4ccccc43)ccc2OC)CC1 | -9 | -0.9 | 13
O=C(NC1CCCCC1)C(c1cccc2ccccc12)n1c(=O)c(-c2ccco2)nc2ccccc21 (centres undefined) | -12 | -1.3 | -18
C/C(=N\NC(=O)c1ccccc1)c1nc2ccccc2n1C | -5 | 1.0 | 1
CN(CC(=O)Nc1ccc(Cl)cc1)CC(=O)Nc1ccc(C(N)=O)cc1 | 11 | -1.1 | 3
COc1ccc2c(c1)C(=O)O[C@@H](c1ccccc1)C[C@@H](O)C(=O)CC2 | 6 | -1.3 | -8
O=C(C(=O)N1CCN(C(=O)OCc2ccccc2)CC1)c1cccs1 | 3 | 1.5 | -3
COC(=O)c1ccc(NC(=S)N2CCN(C)CC2)cc1 | 11 | -4.2 | 0
CS(=O)(=O)c1ncc(Cl)c(C(=O)Nc2ccc3ccccc3c2)n1 | 68 | -2.0 | -13
CCn1c(Cc2cccs2)nnc1SCC(=O)NC(C)(C)C | -4 | -0.1 | -7
Cc1nn(Cc2ccc(Cl)cc2)c(Cl)c1/C=N/NC(=O)c1cccnc1 | 0 | -0.6 | 5
COc1cc(OC)c(OC)cc1CNC(=O)c1cccc(S(=O)(=O)N2CCc3ccccc3C2)c1 | -62 | 3.0 | -7
Cc1ccc(/C=N\NC(=O)CCc2n[nH]c(=O)[nH]c2=O)o1 | 7 | 0.3 | 1
CC(C)C[C@H]1CN(CCCC[C@H]2CNC(=O)C(=O)N2CCC2CCCCC2)C(=O)C(=O)N1CCc1ccccc1 | -14 | -0.5 | 2
Cc1ccc2cccc(OCC(=O)N3CC(C)CC(C)C3)c2n1 (centres undefined) | -3 | -2.4 | -11
COc1ccc(-c2csc(NC(=O)c3ccc(OCC(=O)N4CCOCC4)c(OC)c3)n2)cc1OC | 8 | 0.6 | 8
C=CCn1c(C)cc(C(=O)CSc2nc(N)cc(N)n2)c1C | 0 | 2.0 | -10
CCc1cc2cc(OC)ccc2nc1SCC(=O)Nc1cc(OC)c(OC)cc1C(=O)O | 0 | 0.7 | 0
COCCNC(=O)/C(C#N)=C/c1ccc(C(=O)O)cc1 | 4 | -2.0 | 0
CC1CCN(C(=O)c2ncn3c2C(=O)NC[C@H]3C)CC1 | -7 | 1.5 | 2
Cc1nc2c(cnn2-c2ccccc2)c(=O)[nH]1 | 11 | 1.6 | 5

Fetched by compound from the list above:
SMILES | GSIS activator | CFTR F508del cor | FN deposit inh
O=C(C(=O)N1CCN(C(=O)OCc2ccccc2)CC1)c1cccs1 | 3 | 1.5 | -3
Cc1ccc(/C=N\NC(=O)CCc2n[nH]c(=O)[nH]c2=O)o1 | 7 | 0.3 | 1
Cc1nc2c(cnn2-c2ccccc2)c(=O)[nH]1 | 11 | 1.6 | 5

Screening results: PubChem BioAssay, Broad Institute
